# GLP1R cytotox – cytotoxic in the GLP-1 receptor inverse agonist counter-screen; HEK293 cAMP-luciferase reporter cells, luminescence, 24 h; Potency, µM (series often up to 38.3 µM), for the others: top-dose activity change, negative = inhibition, actives largely listed as inhibitors; 410,000 tested, 0.13% active;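 also: loss of luciferase light is scored as toxicity; potency is read from the fitted curve at half-maximal effect; % is scaled to controls: 0 for no effect and ±100 for the full control effect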
#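 Luminescence readout: signal drop marks cytotoxicity. Plated cells grew 12 h at 37 °C, 5% CO2, received 23 nL compound for 24 h, then got luciferase reagent, read after 12 min at RT.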
# PTHR1 agonist – agonists of human PTHR1 parathyroid hormone receptor. Potency, µM (highest dose often 115 µM), for inactives: at the highest dose activation, most hits filed as activators. 410,000 tested, 0.075% active. HEK293 GP2 PTHR1 cells, GloSensor cAMP luminescence, 1 h. Q03431; also: potency is read from the fitted curve at half-maximal effect; nearly all actives have a fitted effect of over 55% in size; some results filed as inactive show a strong effect at the top dose; inactives centre near -15; many of its hits are not listed in these tables
# Target sequence (Q03431 whole entry, looked up): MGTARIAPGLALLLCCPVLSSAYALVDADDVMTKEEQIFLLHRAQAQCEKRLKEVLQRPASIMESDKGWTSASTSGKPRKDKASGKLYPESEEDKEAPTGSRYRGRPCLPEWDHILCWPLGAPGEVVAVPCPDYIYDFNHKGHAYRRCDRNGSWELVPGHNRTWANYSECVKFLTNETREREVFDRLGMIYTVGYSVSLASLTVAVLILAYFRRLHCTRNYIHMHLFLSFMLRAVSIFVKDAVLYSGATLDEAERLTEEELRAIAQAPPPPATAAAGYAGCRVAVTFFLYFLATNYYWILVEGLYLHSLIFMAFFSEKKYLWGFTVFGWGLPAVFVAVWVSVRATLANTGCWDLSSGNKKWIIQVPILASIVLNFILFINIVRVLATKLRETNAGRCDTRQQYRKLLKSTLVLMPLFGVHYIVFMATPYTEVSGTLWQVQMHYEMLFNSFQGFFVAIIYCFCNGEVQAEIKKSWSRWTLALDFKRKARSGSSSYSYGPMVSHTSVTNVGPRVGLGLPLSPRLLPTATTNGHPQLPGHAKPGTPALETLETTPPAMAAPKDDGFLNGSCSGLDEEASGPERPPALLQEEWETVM
#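 HEK-293-derived GP2 cells expressing PTHR1 and a GloSensor cAMP reporter, 3,000/well, plated overnight, given luciferin plus IBMX (each 0.5 mM as added) for 1 h at 37 °C, then compound for 1 h at 37 °C. Luminescence was read after 15 min at room temperature.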
# aSyn rescue – alpha-synuclein toxicity inhibition in yeast; Yeast expressing alpha-synuclein, growth rescue, BacTiter-Glo, 24 h; Potency, µM (highest dose often 46.1 µM), for inactives: at the highest dose growth rescue (activation), hits mostly activators; 370,000 tested, 0.14% active; AID 652106; also: potency is read from the fitted curve at half-maximal effect; % of control where 0% means no effect; nearly all actives have a fitted effect of over 65% in size
#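 Readout is rescue of growth in alpha-synuclein-expressing yeast, so inhibitors of toxicity appear as activators. Growth after 24 hr at 30 deg C in galactose medium is quantified by luminescence.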
# TDP-43 yeast inh – TDP-43 toxicity inhibition in yeast | TDP-43 expressing yeast growth rescue, BacTiter-Glo, 24 h | Potency, µM (highest dose often 46.1 µM), for the others: at the top dose growth rescue (activation), most hits filed as activators | 410,000 tested, 1.8% active | AID 652104; also: potency is read from the fitted curve at half-maximal effect; % of control where 0% means no effect; nearly all actives have a fitted effect of over 50% in size
#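 Galactose-induced TDP-43 yeast, OD600=0.02, compound pinned; 24 hr, 30 deg C; BacTiter-Glo luminescence for growth. Inhibitors of TDP-43 toxicity read as activators.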
# D3 antag – antagonists of human D3 dopamine receptor; max response, negative = inhibition, %; P35462; D3R cells, DiscoveRx beta-arrestin luminescence, antagonist mode; stronger effect = lower value; 360,000 tested, 2.5% active; in the data active = max response below about -50%; inconclusive = no clear call, values can overlap the other calls; also: % is scaled to controls: 0 for no effect and ±100 for the full control effect; mostly tested at two doses, the higher about 12 µM
#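 Cells expressing the human receptor were seeded at 1500 cells/well, incubated overnight at 37 degrees C in 5% CO2, then exposed to library compounds with dopamine controls for 90 minutes at 37 degrees C before luminescent detection.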
# GLP1R inv ag – acts as inverse agonist at human GLP-1 receptor | HEK293 GLP-1R CRE-luciferase, luminescence, 24 h; GLP-1R form is constitutively active | Potency, µM (titrated, usually from 38.3 µM), for inactives: at the top dose activity change, negative = inhibition, hits mostly inhibitors | 410,000 tested, 1.6% active; also: potency is read from the fitted curve at half-maximal effect; % is scaled to controls: 0 for no effect and ±100 for the full control effect; nearly all actives have a fitted effect of over 55% in size
# Target sequence (P43220 whole entry, looked up): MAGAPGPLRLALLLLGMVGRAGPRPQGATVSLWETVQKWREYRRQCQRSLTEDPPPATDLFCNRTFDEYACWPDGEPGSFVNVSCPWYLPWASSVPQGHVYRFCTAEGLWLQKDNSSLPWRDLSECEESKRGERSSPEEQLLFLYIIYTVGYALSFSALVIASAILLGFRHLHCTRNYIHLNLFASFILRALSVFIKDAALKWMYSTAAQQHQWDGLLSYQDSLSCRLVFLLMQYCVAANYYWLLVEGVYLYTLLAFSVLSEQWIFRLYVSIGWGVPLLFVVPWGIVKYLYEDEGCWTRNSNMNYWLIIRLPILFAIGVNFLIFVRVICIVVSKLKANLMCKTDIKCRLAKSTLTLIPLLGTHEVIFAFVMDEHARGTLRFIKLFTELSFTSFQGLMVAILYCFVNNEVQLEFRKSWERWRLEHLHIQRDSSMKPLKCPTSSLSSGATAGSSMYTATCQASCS
#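 Readout was luciferase luminescence, measured 12 min after detection reagent at room temperature. Beforehand, GLP-1R reporter HEK293 cells had sat 12 h, then received compounds for 24 hr at 37 deg C.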
# KB-V1 MDR tox – KB-V1 MDR subline cytotoxicity; 400,000 tested, 3.4% active; Potency, µM (series often up to 46.1 µM), inactives show at the top dose activity change, negative = cytotoxicity, actives largely listed as cytotoxic; KB-V1 MDR cells viability, CellTiter-Glo, 72 h; also: potency is read from the fitted curve at half-maximal effect; % is scaled to controls: 0 for no effect and ±100 for the full control effect; nearly all actives have a fitted effect of over 60% in size
#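 Cells of the MDR subline KB-V1 are plated, dosed with compound at multiple concentrations, and incubated 72 h at 37 degrees C; CellTiter-Glo is then added and luminescence read after 10 min.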
# GLP-1R agonist – agonists of human GLP-1 receptor | P43220 | HEK293 GLP-1R CRE-luciferase, luminescence, 4-6 h; cells express a hypersensitive GLP-1R form | Potency, µM (series often up to 45.6 µM), for inactives: at the top dose activation, actives largely listed as activators | 380,000 tested, 0.007% active | AID 624172; also: potency is read from the fitted curve at half-maximal effect; % of control where 0% means no effect
# DRD3 agonist – D3 dopamine receptor (human) agonism; max activation, %; D3R DiscoveRx beta-arrestin cells, luminescence, 90 min; P35462; 410,000 tested, 0.58% active; in the data active = max activation above about 30%; also: 0% is about no effect; mostly tested at two doses, the higher about 12 µM
#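 Agonist mode: compounds and dopamine controls were applied to plated cells for 90 min at 37 degrees C after an overnight attachment at 1500 cells/well. Luminescent read-out followed 30 - 60 minutes at room temperature with DiscoveRx detection reagent.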
# Active calls of the source: *; i = inactive; u = inconclusive; x = no result given; & = joins results of further samples; [ ] = another dose, or the depositor's remark. Unless noted, calls follow the shape of the dose curve; as a rule, active = well fitted curve in the direction sought with a large enough effect; inconclusive = small, poorly fitted or top-dose-only effect, or another doubt; inactive = no such curve, though single readings can be large; an effect the other way counts as inactive or inconclusive.
Structure,GLP1R cytotox,PTHR1 agonist,aSyn rescue,TDP-43 yeast inh,D3 antag,GLP1R inv ag,KB-V1 MDR tox,GLP-1R agonist,DRD3 agonist
CCOC(=O)C1CCCN(C/C=C/c2ccccc2)C1 (stereo not given),7%,i,-4%,-13%,u,0%,u,-3%,-17
CC(=O)Nc1cccc(NC(=O)Cc2ccc3ccccc3c2)c1,8%,-26%,0%,9%,18,5%,-1%,-9%,9
O=C1O[C@@H](c2ccccc2)C[C@@H](O)[C@H](O)CCCc2ccccc21,-4%,20%,1%,5%,-55*,-12%,0%,2%,-13
Cc1onc(-c2ccccc2Cl)c1C(=O)NCc1ccc(S(N)(=O)=O)cc1,-11%,-4%,-9%,-5%,16,-2%,0%,-6%,-2
CCOc1ccc(C(c2c(O)cc(C)n(Cc3ccco3)c2=O)N2CCN(c3ccccc3)CC2)cc1 (stereo not given),0%,-5%,x,8%,x,u,0%,x,-15
CCCCCCn1c(SCC(=O)OC)nc2c1c(=O)[nH]c(=O)n2C,0%,-20%,-2%,-41%[inhibitor],4,51%[activator],5%,15%,-1
CC(=O)Nc1ccc(CN2CCN(Cc3ccc(C)cc3)C(CCO)C2)cc1 (stereo not given),-1%,-11%,-1%,-5%,0,-16%,-1%,1%,-13
CC(C)N(c1ccccc1)c1ccc(NC(=O)COC(=O)CCN2C(=O)c3cccc([N+](=O)[O-])c3C2=O)cc1,u,-6%,-1%,-16%,2,u,-16%,-30%,-10
CCOC(=O)CSc1nc2c(sc3ccccc32)c(=O)n1CCCN1CCOCC1,-15%,i,1%,-1%,7,-20%,15µM*,5%,-4
O=C(N/C(=C\c1cccnc1)C(=O)N1CCC(O)CC1)c1ccccc1,-2%,-25%,-5%,3%,-15,19%,8%,-2%,-3
CCOC(=O)c1c(C)n(C)c2ccc(OC)c(NC(=O)CN3CCN(Cc4ccccc4)CC3)c12,-4%,-1%[57.5 µM],3%,23%,8,-5%,u,13%,1
O=C1NC[C@H](CCCCN2C[C@H](Cc3ccccc3)N(CC3CCCCC3)C(=O)C2=O)N(CCc2ccc(O)cc2)C1=O,4%,-7%,0%,24%,35,8%,-17%,6%,6
CCOc1ccc(CCNC(=O)c2cccs2)cc1OCC,-7%,0%,-2%,24%,-13,0%,-11%,6%,0
CC(=O)N/C(=N/c1nc(C)cc(C)n1)Nc1ccc(C)cc1Cl,-3%,-8%,2%,-16%,5,14%,u,3%,-6
O=C(/C=C/c1ccccc1)N/C(=C/c1ccccc1)C(=O)NCCO,-5%,-13%[57.5 µM],2%,15%,-24,0%,-4%,-8%,1

# Among those listed so far, 4 contain sulfur:
Structure,GLP1R cytotox,PTHR1 agonist,aSyn rescue,TDP-43 yeast inh,D3 antag,GLP1R inv ag,KB-V1 MDR tox,GLP-1R agonist,DRD3 agonist
Cc1onc(-c2ccccc2Cl)c1C(=O)NCc1ccc(S(N)(=O)=O)cc1,-11%,-4%,-9%,-5%,16,-2%,0%,-6%,-2
CCCCCCn1c(SCC(=O)OC)nc2c1c(=O)[nH]c(=O)n2C,0%,-20%,-2%,-41%[inhibitor],4,51%[activator],5%,15%,-1
CCOC(=O)CSc1nc2c(sc3ccccc32)c(=O)n1CCCN1CCOCC1,-15%,i,1%,-1%,7,-20%,15µM*,5%,-4
CCOc1ccc(CCNC(=O)c2cccs2)cc1OCC,-7%,0%,-2%,24%,-13,0%,-11%,6%,0

# Carrying on.
Structure,GLP1R cytotox,PTHR1 agonist,aSyn rescue,TDP-43 yeast inh,D3 antag,GLP1R inv ag,KB-V1 MDR tox,GLP-1R agonist,DRD3 agonist
CCN(CC)S(=O)(=O)c1cc(C(=O)OC)ccc1Cl,-12%,-7%[57.5 µM],-7%,u,6,u,2%,7%,-2
COc1cccc(NC(=O)CN(C)C(=O)c2ccccc2CCc2ccccc2)c1,0%,-60%[inhibitor],-5%,u,7,u,u,-14%,-9
COc1cc(CCC(=O)NCc2ccc3c(c2)OCO3)cc(OC)c1OC,-4%,i,-3%,1%,36,8%,0%,8%,8
CC(=O)c1ccc(OC(C)C(=O)NC2CCCCC2C)cc1 (stereo not given),0%,-15%,1%,-13%,-20,2%,0%,0%,-12
COC(=O)c1[nH]c2cccc(C)c2c1NC(=O)CN1CCN(c2ccccc2OC)CC1,-4%,-35%[inhibitor],-2%,10%,0,u,-7%,15%,1
CC(C)CC(=O)Nc1ccc2c(c1)nc(CCN1CCCCC1)n2C,1%,-19%,0%,6%,-4,7%,5%,-7%,-2
Cc1cc(C)cc(NC(=O)CSc2nc(CSc3ccc(Cl)cc3)cc(=O)[nH]2)c1,-3%,i,-1%,-13%,3,-27%,17%,6%,22
COc1ccc(CNC(=O)Nc2cccc(C)c2)cc1,-10%,-16%,5%,-14%,11,-23%,15%,1%,8
COc1cc(C(=O)NCC(=O)NCCCSc2ccccc2)cc(OC)c1OC,-4%,-16%,-2%,-1%,-6,13%,-10%,-5%,2
CCC(OC(=O)c1cc2sccc2n1C)C(=O)NCC1CCCO1 (stereo not given),-22%,-23%,6%,-4%,-15,23%,23µM*,11%,3
CN(C)CCN1CCN(C2CN(Cc3cn(Cc4ccccc4)nn3)S(=O)(=O)C2)CC1 (stereo not given),-1%,-20%,-6%,0%,-10,18%,-2%,-3%,1
C=CCSc1nc(Oc2ccccc2)c2sccc2n1,23%,i,-2%,15%,u,u,-3%,2%,-5
Cc1ccc(-n2cc(-c3ccccc3)c3c(N4CCC(C)CC4)ncnc32)cc1Cl,-8%,i,x,8%,x,7%,x,x,-11
COc1ccc(C(=O)NC(C)c2cc(OC)c(OC)cc2Br)cc1 (stereo not given),-5%,-7%,6%,-8%,-10,3%,-30%,21%,-9
Cc1occc1-c1nnc(SCc2cc(=O)n3cc(Br)ccc3n2)n1C,6%,i,-15%,22%,25,0%,-8%,-9%,-4

# Other entries:
Structure,GLP1R cytotox,PTHR1 agonist,aSyn rescue,TDP-43 yeast inh,D3 antag,GLP1R inv ag,KB-V1 MDR tox,GLP-1R agonist,DRD3 agonist
COc1ccc(NC(=O)CSc2nc3nc(C)cc(C)c3c(=O)[nH]2)cc1,-3%,i,-3%,-20%,-5,108%[activator],17%,15%,-6
COc1ccccc1N1CCN(S(=O)(=O)c2cc3[nH]c(=O)c(=O)[nH]c3cc2C)CC1,-1%&-2%,6%,-1%,-21%&17%,-4,18%&-1%,u,-6%,-10&7
C[C@H]1CN([C@@H](C)CO)C(=O)c2cc(NC(=O)C3CCCCC3)ccc2O[C@H]1CN(C)S(=O)(=O)c1ccccc1,0%,-20%,-8%,3%,u,-9%,12%,2%,-19
O=C(NCc1ccccc1)C(c1ccco1)N(C(=O)c1ccccn1)c1ccccc1 (stereo not given),10%,-7%,1%,-15%,-8,-5%,u,0%,-22
Cc1ccc(C2(CCN)CCOC(C(C)C)C2)cc1 (stereo not given),-7%,i,9%,-16%,3,-12%,u,1%,-1
O=C(O)c1ccc(CNCc2cccc(Cl)c2)cc1,9%[7.66 µM],i,-2%,12%[9.22 µM],6,-22%[7.66 µM],8%,-1%,-2
CC1CC(C)CN(S(=O)(=O)N2CCCC(C(=O)NCCCN3CCCCC3C)C2)C1 (stereo not given),-8%,i,3%,-14%,-11,-28%,0%,0%,-7
Cc1ccc(S(=O)(=O)N2CCN(C3CC(=O)N(Cc4ccccc4)C3=O)CC2)cc1C (stereo not given),-2%,-7%[57.5 µM],7%,9%,4,-16%,u,2%,7
CC(=O)c1cccc(NC(=O)CCn2nc(C)c(S(=O)(=O)N3CCCCC3)c2C)c1,4%,-22%,x,-7%,x,-15%,x,x,-8
CCc1cccc(NC(=O)CN2CCCN(Cc3cccc(C)c3)S2(=O)=O)c1,0%,-9%,x,21%,x,u,10%,x,-4
Nc1ccc(Nc2ccc([N+](=O)[O-])cc2[N+](=O)[O-])cc1,6%,i,13%,0%,0,39%[activator],-5%,2%,1
COc1cccc2cc(C(=O)Nc3ccc(F)cc3)c(=Nc3ccc(C(=O)O)cc3)oc12,-15%,i,-3%,25%,17,0%,2%,25%,5
OC1(C(F)(F)F)CC(c2ccc3ccccc3c2)=NO1 (stereo not given),-6%,-35%[inhibitor],-10%,3.2µM*,-3,u,2%,8%,12
O=S(=O)(NCCS(=O)(=O)N1CCN(c2ccccc2)CC1)c1ccc(F)cc1,-3%,-8%,3%,1%,-12,4%,-3%,10%,15
O=C(CCC1CCCCC1)Nc1ccc(C(=O)c2ccncc2)cc1,-8%,-27%,-1%,0%,u,u,7%,-5%,-9

# (listing goes on)
Structure,GLP1R cytotox,PTHR1 agonist,aSyn rescue,TDP-43 yeast inh,D3 antag,GLP1R inv ag,KB-V1 MDR tox,GLP-1R agonist,DRD3 agonist
CCOC(=O)c1ccc(NC(=O)NNC(=O)CCc2ccc(OC)cc2)cc1,47%[activator],i,-1%,-11%,-3,133%[activator],24%,10%,4
CN(C)S(=O)(=O)c1cccc(NC(=S)N/N=C/c2cccc(O)c2)c1,u,i,-12%,12%,17,u,18%,-6%,3
Nc1c(C(=O)N/N=C/c2cccnc2)oc2nc(-c3ccccc3)cc(-c3ccco3)c12,3%,-15%,1%,-90%[inhibitor],57,13%,3%,21%,26
COc1cc(/C=C(/NC(=O)c2ccccc2)C(=O)Nc2ccc(O)cc2)c([N+](=O)[O-])cc1OC,-20%,-19%,4%,2%,-10,16%,2%,-7%,-9
CCOc1ccc(CCNC(=O)CCS(=O)(=O)c2ccc(Br)cc2)cc1OCC,5%,i,-3%,2%,-7,-14%,u,3%,2
Cc1ccc(Nc2nc(N)[nH]c(=O)c2N=O)cc1,7%,-16%,6%,10%,1,u,6%,-1%,0

# A portion of the library; the hit share may differ from the screen's.
